FXIa inh: blocks human coagulation factor XIa activity; P03951; actives 0.3% (n = 33,000); inhibition, % at 10 µM; purified human FXIa, fluorogenic AMC substrate cleavage; AID 687;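 active = inhibition above 40% in the primary screen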;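 also: 0% = enzyme without compound and 100% = blank wells lacking enzyme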
Target sequence (P03951 19-387 limits assumed): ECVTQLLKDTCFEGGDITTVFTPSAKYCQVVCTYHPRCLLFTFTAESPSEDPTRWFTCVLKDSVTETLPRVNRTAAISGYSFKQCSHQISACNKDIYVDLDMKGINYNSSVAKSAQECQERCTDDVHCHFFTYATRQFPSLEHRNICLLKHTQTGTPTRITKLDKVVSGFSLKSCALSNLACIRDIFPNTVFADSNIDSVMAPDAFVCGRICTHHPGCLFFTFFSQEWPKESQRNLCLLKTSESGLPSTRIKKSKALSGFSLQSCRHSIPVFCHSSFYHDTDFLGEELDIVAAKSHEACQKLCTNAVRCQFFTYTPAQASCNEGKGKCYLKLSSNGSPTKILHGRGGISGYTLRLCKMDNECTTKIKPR
Target sequence (P03951 388-625 limits assumed): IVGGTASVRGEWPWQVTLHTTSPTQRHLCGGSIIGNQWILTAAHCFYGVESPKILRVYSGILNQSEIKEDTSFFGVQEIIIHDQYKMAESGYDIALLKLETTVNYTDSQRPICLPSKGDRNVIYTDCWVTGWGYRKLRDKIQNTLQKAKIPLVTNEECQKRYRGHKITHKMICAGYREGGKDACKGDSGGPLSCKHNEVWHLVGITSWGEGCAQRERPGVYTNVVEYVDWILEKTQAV
FXIIa single: blocks human coagulation factor XIIa activity. P00748. actives 0.2% (n = 33,000). inhibition, % at 10 µM. purified human FXIIa, AMC substrate fluorescence, 2 h. AID 701; in the data active = inhibition above about 30%;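 also: 0% = enzyme with vehicle only and 100% = no enzyme blank; many of its hits are not listed in these tables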
Numbers without * were called inactive.

SMILES	FXIa inh	FXIIa single
CSCCC(N=Cc1c(O)n(-c2ccc(F)cc2)c(=O)[nH]c1=O)C(=O)OC(C)(C)C (stereo unspecified)	-1	4
CCOP(=O)(OCC)C(CC)N1CCOCC1 (stereo unspecified)	5	0
CCc1c(C)nc(N)nc1N1N=C1SC	5	5
O/N=C1/C(=C\c2ccccc2)N2CCC1CC2	17	8
COc1ccc(CCNC(C)CCc2ccc(OC)cc2)cc1 (stereo unspecified)	-2	3
CCOP(=O)(CN(CC)CCNP(=O)(OCC)OCC)OCC	-1	5
C=CCn1c(O)c(C=NCCN2CCNCC2)c(=O)[nH]c1=O	2	1
O=c1c2ccccc2nc(-c2ccoc2)n1-c1ccccc1	-4	1
O=c1c2ccccc2nc(N2CCCC2)n1-c1ccccc1	0	1
CCOP(=O)(OCC)C(NC(C)=O)C(Cl)(Cl)Cl (stereo unspecified)	26	19
Cn1c(=O)cc(OCC(=O)N2CCN(Cc3ccc4c(c3)OCO4)CC2)c2ccccc21	-1	3
CN1CCN(c2ccc(C=O)cc2)CC1	-7	11
CCOP(=O)(OCC)C(C)(C)NC(=O)C(Cl)(Cl)Cl	6	9
COc1ccc(Cl)cc1NC1=NCC(C)S1 (stereo unspecified)	-1	-15
O=C(c1cccn2c(=O)c3cc(Cl)ccc3nc12)N1CCC2(CC1)OCCO2	-1	-5
COc1ccc(C2NCc3ccccc3-n3cccc32)cc1 (stereo unspecified)	2	7
CCc1nc2ccccc2c(=O)n1-c1ccc2ccccc2c1	-1	14
CNCCCc1ccccc1	41*	3
O=C(COc1ccc(Br)cc1)N1CCN(Cc2c[nH]c3ccccc23)CC1	11	3
CC(=O)OC1N=C(c2ccccc2)c2cc(C)ccc2NC1=O (stereo unspecified)	-15	-10
CCOP(=O)(C(NC(=O)c1ccccc1Cl)=C(Cl)Cl)c1ccccc1 (stereo unspecified)	15	-7
CCOC(=O)c1c(C)n(Cc2ccc3c(c2)OCO3)c2ccc(O)cc12	1	11
CCC1(CCc2ccncc2)C(=O)NC(=O)NC1=O	-3	5
COc1ccccc1NC1=NCCS1	-1	2
CC[C@@H](CO)NC(=O)[C@@H]1C=C2c3cccc4c3c(cn4C)C[C@H]2N(C)C1	4	-2

Next section
SMILES	FXIa inh	FXIIa single
O=C(NCc1ccc(C(=O)N2CCC3(CC2)OCCO3)cc1)c1ccc2c(c1)OCO2	-2	-11
COc1ccc(Br)cc1CN1CCN(C(=O)Cc2ccccc2)CC1	16	-17
S=C1CN=C(c2ccccc2Cl)c2cc(Cl)ccc2N1	0	5
CCCNS(=O)(=O)c1ccc(OCC(=O)N2CCN(Cc3ccc4c(c3)OCO4)CC2)cc1	-2	2
Cc1nn(-c2ccccc2)c2c1C(c1ccc3c(c1)OCO3)SCC(=O)N2 (stereo unspecified)	1	3
CC(=O)NC(=O)NC(C)Cc1ccccc1 (stereo unspecified)	7	2
O=C(COc1ccc(S(=O)(=O)N2CCOCC2)cc1)N1CCN(Cc2ccc3c(c2)OCO3)CC1	-2	10
Cc1nc2ccccc2c(=O)n1-c1cccc(O)c1	-3	7
CN1CC[C@@]23CCCC[C@@H]2[C@@H]1Cc1ccc(O)cc13	2	1
CC1=C(C(=O)Nc2ccccc2)SCCO1	-5	5
COC(=O)C(O)(c1ccc(NC(=O)c2ccco2)c(OC)c1)C(F)(F)F (stereo unspecified)	-1	5
O=c1[nH]c(=O)n(-c2cccc3ccccc23)c(O)c1C=NCc1ccc2c(c1)OCO2	-4	9
CN(CCc1ccccc1)Cc1ccccc1[N+](=O)[O-]	5	12
O=c1[nH]c(=O)n(Cc2ccccc2)c(O)c1C=NCCN1CCNCC1	0	3
c1ccc2c(CN3CCN(C4CCCCC4)CC3)c[nH]c2c1	-2	1
Cc1ccc(N2C(=O)CC(=O)NC2=O)cc1	-1	1
CCC(C)OC(=O)c1c(N)n(Cc2cccs2)c2nc3ccccc3nc12 (stereo unspecified)	0	-3
C[N+]1(C)[C@@H]2CC[C@H]1CC(OC(=O)C(CO)c1ccccc1)C2 (stereo partly specified)	10	3
CN1CCc2nc3sc(C(=O)NC(C)(C)C)c(N)c3cc2C1	2	-1
O=c1[nH]c(=O)n(-c2ccccc2Cl)c(O)c1C=NCCN1CCCCC1	-7	7
Cc1ccc2c(c1)CC1(CN2C)C(=O)NC(=O)N(CCc2ccccc2)C1=O (stereo unspecified)	8	9
CN1CCN(C(=O)COc2ccc(S(=O)(=O)N(C)Cc3ccccc3)cc2)CC1	17	-14
O=c1cccc2n1CC1CC2CN(S(=O)(=O)c2ccccc2)C1 (stereo unspecified)	42*	3
C[C@H]1CCC[C@H](O)CCCCCc2cc(O)cc(O)c2C(=O)O1	-2	3
CCN(CC)c1ccc(N=Cc2c(O)n(Cc3ccccc3)c(=O)[nH]c2=O)cc1	4	-1

Going on with the list:
SMILES	FXIa inh	FXIIa single
CCN1CCN(Cc2cc(C(C)(C)C)c(O)c(C(C)(C)C)c2)CC1	13	8
CC1(C)CC(n2[nH]c(=O)c3c2NC(=O)CSC3c2ccccc2)CCO1 (stereo unspecified)	13	5
Brc1ccc(CN2CCNCC2)s1	2	4
O=C1CSC2(CN3CCC2CC3)N1 (stereo unspecified)	-1	2
CCN1CCN(Cc2cc(Br)cc(Br)c2O)CC1	7	4
O=c1[nH]c(=S)n(Cc2ccc(F)cc2)c(O)c1C=NCC1CCCO1 (stereo unspecified)	29	-13
COc1ccc2c(CCN)c[nH]c2c1	7	10
O=C1C(c2ccccc2)=C(N2CC2)c2ccccc21	-6	6
CC12CN3CCN(CC(C3)C1O)C2 (stereo unspecified)	2	3
COCCCNC(=O)c1c(NC(=O)c2ccco2)n(Cc2ccccc2)c2nc3ccccc3nc12	-13	-18
CCNCC1(c2ccc(OC)c(OC)c2)CCCC1	2	1
COC(=O)C(C)Oc1cc(C)cc2oc(=O)c3c(c12)CCC3 (stereo unspecified)	2	1
CCCC1(CCC)C(=O)NC(=Nc2ccccc2)NC1=O	13	2
CN(C)c1ccc(C(=O)c2ccc(N(C)C)cc2)cc1	28	-10
CC[N+](C)(CC)CCCOC(=O)C(O)(c1ccccc1)C1CCCCC1 (stereo unspecified)	1	2
CCC(C)N1CCN(C(=O)Cc2ccccc2)CC1 (stereo unspecified)	8	0
CCOC(=O)CN1C(=O)C2(C(C#N)=C(N)Oc3ccccc32)C(C(=O)OC)=C1C (stereo unspecified)	-1	4
CC(=NCc1cccnc1)c1c(O)n(-c2ccccc2C)c(=O)[nH]c1=O	-6	4
CCOc1ccc(C2SCC(=O)Nc3c2c(C)nn3C2CCOC(C)(C)C2)cc1 (stereo unspecified)	8	9
Cc1nc2cc(C(F)(F)F)ccc2n1C1CCN(Cc2nnnn2Cc2ccc3c(c2)OCO3)CC1	0	-9
O=C(CN1CC=C(c2ccccc2)CC1)NC(=O)NCc1ccco1	2	5
CC1=NOC2(C)Nc3ncnn3C(c3ccccc3)C12 (stereo unspecified)	1	2
Cc1ccc(-c2nc3ccc(Cl)cc3n2OC(=O)N(C)C)cc1	2	6
CC1(C)CN=C(Nc2nc3ccccc3s2)S1	4	4
COc1ccc(CCn2c(O)c(C=NCCCn3ccnc3)c(=O)[nH]c2=O)cc1OC	3	4

Arranged by length of the SMILES (rising): 4 of the compounds above.
SMILES	FXIa inh	FXIIa single
CCN1CCN(Cc2cc(Br)cc(Br)c2O)CC1	7	4
CCCC1(CCC)C(=O)NC(=Nc2ccccc2)NC1=O	13	2
O=C(CN1CC=C(c2ccccc2)CC1)NC(=O)NCc1ccco1	2	5
COCCCNC(=O)c1c(NC(=O)c2ccco2)n(Cc2ccccc2)c2nc3ccccc3nc12	-13	-18

Further entries follow.
SMILES	FXIa inh	FXIIa single
COc1ccccc1-n1c(O)c(C=NCCN2CCNCC2)c(=O)[nH]c1=O	-1	6
Cc1ccc2c(c1)C1CN(C)CCC1N2C(=O)Nc1cccc(Cl)c1 (stereo unspecified)	36	-14
CCCCOCCCn1c(N)c(C(=O)OCCOC)c2nc3ccccc3nc21	-11	-26
Cn1c(O)c(C(=NCCN2CCCCC2)c2ccccc2Cl)c(=O)n(C)c1=O	5	7
O=C1CC(N2CC=C(c3ccc(F)cc3)CC2)C(=O)N1c1ccc(F)cc1 (stereo unspecified)	1	9
CCCCCCn1c(O)c(C=NC2CCN(Cc3ccccc3)CC2)c(=O)[nH]c1=O	6	8
CCOC(=O)c1c(C)n(Cc2ccco2)c2c1cc(O)c1ccccc12	-4	-5
CCC12CN3CCN(CC(C3)C1O)C2 (stereo unspecified)	2	-18
COC(=O)C(c1ccccc1)N1CCCCCC1 (stereo unspecified)	-7	5
OC(c1ccc(F)cc1)C(c1ccccc1)N1CCOCC1 (stereo unspecified)	4	1
CC1CCC(C(C)C)C(OP(N)(=O)c2ccccc2)C1 (stereo unspecified)	-8	3
COc1ccc(CN2CCN(C(=O)Cc3ccccc3)CC2)c(OC)c1	0	8
CC(CO)(CO)N=Cc1c(O)n(-c2cccc3ccccc23)c(=O)[nH]c1=O	6	4
CC(C)CCP(=O)(O)c1ccccc1	15	-10
CCOc1cc(C=C2C(=O)NC(=O)NC2=O)ccc1OS(=O)(=O)c1ccccc1	2	4
CN(C)CC1CSCCC1(O)c1ccc(Cl)cc1 (stereo unspecified)	2	-13
COc1ccc(/C=C2\C(=N\O)C3CCN2CC3)cc1	-4	3
CCOc1cccc(CNC2CN3CCC2CC3)c1 (stereo unspecified)	24	-13
O=c1[nH]c(=O)n(Cc2ccco2)c(O)c1C=NCCCn1ccnc1	-11	-10
CCC(=O)c1cn(Cc2ccc(C#N)cc2)c2ccccc12	8	8
O=c1[nH]c2ccccc2n1C1CCN(CCCC(c2ccc(F)cc2)c2ccc(F)cc2)CC1	2	2
CCC(C)N=Cc1c(O)n(-c2ccccc2)c(=O)[nH]c1=O (stereo unspecified)	2	18
Cc1ccc(S(=O)(=O)NP(=O)(Oc2ccccc2)Oc2ccccc2)cc1	0	-5
CCCCCCCC(=O)NC(Oc1ccccc1[N+](=O)[O-])C(Cl)(Cl)Cl (stereo unspecified)	13	-12
CCOC(=O)C(C)(CC)NC(=O)CSP(=S)(OCC)OCC (stereo unspecified)	0	6

The list goes on.
SMILES	FXIa inh	FXIIa single
C=CCn1c(O)c(C(CC)=NCCC2=CCCCC2)c(=O)[nH]c1=O	5	8
CCN1CCN(C(=O)Cc2coc3ccc4ccccc4c23)CC1	-2	-1
Cn1c(N2CCNCC2)nc2ccccc21	-10	7
O=C(Nc1ccncc1)c1c(O)c2ccccc2n(Cc2ccccc2)c1=O	0	1
CN1CCN(Cc2ccc(OC(F)(F)F)cc2)CC1	19	-9
CCCCn1c(O)c(C(CC)=NCc2ccc(F)cc2)c(=O)[nH]c1=O	-6	6
O=C(COC(=O)Cc1ccccc1)Nc1ncc(Cl)cc1Cl	-2	6
CNCC1(c2ccccc2)CCCC1	29	-12
O=C1OCCN1P(=O)(c1ccccc1)c1ccccc1	-1	8
O=C(c1cccn2c(=O)c3cc(Br)ccc3nc12)N1CCC2(CC1)OCCO2	-14	3
c1ccc(CNC2=NCCS2)cc1	8	17
c1ccc2[nH]c(CCNC3CCCCC3)nc2c1	-6	5
CN1C(=O)NC(=O)[C@]2(Cc3ccccc3N3CCN(c4ccccc4)CC32)C1=O (stereo partly specified)	-5	2
CC(C)C12CN3CCN(CC(C3)C1O)C2 (stereo unspecified)	5	2
COc1cc2[nH]c(=O)n(-c3ccc(C)cc3)c(=O)c2cc1OC	0	10
COc1ccccc1N(CC(=O)NC1CCCC1)C(=O)c1cnn(C(C)C)c1	2	-13

Among those listed so far, these contain an aryl methoxy group.
SMILES	FXIa inh	FXIIa single
COc1ccc(CCNC(C)CCc2ccc(OC)cc2)cc1 (stereo unspecified)	-2	3
COc1ccc(Cl)cc1NC1=NCC(C)S1 (stereo unspecified)	-1	-15
COc1ccc(C2NCc3ccccc3-n3cccc32)cc1 (stereo unspecified)	2	7
COc1ccccc1NC1=NCCS1	-1	2
COc1ccc(Br)cc1CN1CCN(C(=O)Cc2ccccc2)CC1	16	-17
COC(=O)C(O)(c1ccc(NC(=O)c2ccco2)c(OC)c1)C(F)(F)F (stereo unspecified)	-1	5
COc1ccc2c(CCN)c[nH]c2c1	7	10
CCNCC1(c2ccc(OC)c(OC)c2)CCCC1	2	1
COc1ccc(CCn2c(O)c(C=NCCCn3ccnc3)c(=O)[nH]c2=O)cc1OC	3	4
COc1ccccc1-n1c(O)c(C=NCCN2CCNCC2)c(=O)[nH]c1=O	-1	6
COc1ccc(CN2CCN(C(=O)Cc3ccccc3)CC2)c(OC)c1	0	8
COc1ccc(/C=C2\C(=N\O)C3CCN2CC3)cc1	-4	3
COc1cc2[nH]c(=O)n(-c3ccc(C)cc3)c(=O)c2cc1OC	0	10
COc1ccccc1N(CC(=O)NC1CCCC1)C(=O)c1cnn(C(C)C)c1	2	-13

Assay outcomes as filed in PubChem.

Not all compounds are listed; count on the stated rates, not on these rows.
